# High-throughput results (PubChem)
# NOD1 inhibition – inhibition of NOD1-driven NF-kB reporter – cell-based, luminescence, uHTS, primary screen (AID 1578); NOD1-driven NF-kB luciferase reporter cells, luminescence; higher % means a stronger effect; inhibition, % at 4 µM; hits with a dose series show EC50 in µM; 290,000 tested, 1% active; in the data active = inhibition mostly above about 36%, no sharp cut-off; inactive = mostly below about 34%;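 also: HEK-293T reporter cells stimulated with the NOD1 agonist gamma-tri-DAP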
# HEK293 NOD2/NF-kB – inhibition of NOD2-driven NF-kB reporter – cell-based, luminescence, uHTS, HEK293 (AID 1566). HEK293 NOD2/NF-kB luciferase reporter, luminescence; higher % means a stronger effect. inhibition, % at 4 µM, or EC50 in µM where a hit was titrated. 290,000 tested, 0.63% active; in the data active = inhibition above about 50%; also: many of its hits are not listed in these tables
# An asterisk follows results filed as active.
# Order of values: NOD1 inhibition | HEK293 NOD2/NF-kB
COc1ccc(COC(=O)C2=C(C)NC(=O)NC2c2ccccc2)cc1 (centres undefined)
    8.4% | 12.0%
COc1ccc(Nc2c3c(nc4ccccc24)CCC3)cc1
    -1.4% | 29.4%
COc1ccccc1CCN=C(N)NS(=O)(=O)c1cc(F)ccc1F
    -34.8% | 9.0%
COc1ccccc1C1c2ccc3ccccc3c2Oc2ncn(CCCO)c(=N)c21 (centres undefined)
    4.1% | -53.8%
CCC(=O)Nc1nnc(S(=O)(=O)N(CC)c2cc(C)cc(C)c2)s1
    -1.9% | 18.2%
COc1ccc(NC(=O)CCN2C(=O)c3ccccc3C2=O)c(OC)c1
    -26.3% | 2.1%
CCn1c(SCC(=O)Nc2cccc(NC(C)=O)c2)nc2c([nH]c3ccccc32)c1=O
    -34.0% | 8.9%
CCCCc1nc2cc(C(=O)N3CCCCC3C(=O)OC)ccc2o1 (centres undefined)
    -27.4% | -29.9%
O=C(c1ccc(Cl)cc1)N1CCN(c2ncccn2)CC1
    -2.1% | -1.2%
CC(C)=CC(=O)N1CCC(N2CCC(C(=O)NCC3CCCO3)CC2)CC1 (centres undefined)
    -6.2% | 7.6%
COc1ccc(C(=O)Nc2cc(C)c(NC(=O)c3ccccn3)cn2)cc1
    -70.5% | -47.9%
CCCN(CCC)S(=O)(=O)c1ccc(C(=O)NCc2ccco2)cc1
    -11.6% | -14.8%
COc1cc(/C=N/Nc2nc(C)cc(=O)[nH]2)cc(OC)c1O
    3.4% | 7.5%
CCOC(=O)CSc1nnc(NC(=O)c2ccco2)s1
    8.0% | -7.9%
O=C(NCCc1ccccc1)c1ccc2nc(N3CCOCC3)sc2c1
    -4.4% | 15.6%
Cc1ccc(C(=O)N(CCN(C)C)CC2CCCN(Cc3ccccc3F)C2)cc1C (centres undefined)
    -0.7% | -2.7%
COc1cc(OC)cc(C(=O)Nc2ccc3c(c2)n(C)c(=O)n3C)c1
    -37.6% | -8.8%
CCOc1cc(C(=O)N2CCC(CC3CC(c4cccc(Br)c4)=NO3)(C(=O)NCC3CCCCC3)CC2)cc(OCC)c1OCC (centres undefined)
    13.2% | 10.4%
COc1ccccc1OCCSc1nc2ccccc2n1CCC(=O)O
    -34.3% | 2.9%
Cc1c(CC(=O)N[C@@H](C)C(=O)O)c(=O)oc2cc3c(cc12)CCC(C)(C)O3
    2.0% | 1.9%
Cc1ccc(O)c(NC(=O)c2ccc3c(c2)C(=O)N(Cc2ccco2)C3=O)c1
    -18.2% | 4.8%
COc1cccc(/C=C2/Sc3ccc(C(=O)NCCCN4CCCC4)cc3NC2=O)c1
    0.2% | -77.2%
OCCC1CN(Cc2ccc(F)cc2)CCN1CCCc1ccccc1 (centres undefined)
    -17.8% | -25.2%
C/C(=N\NC(=O)c1ccccc1O)c1cccc(NC(=O)c2ccccc2)c1
    -13.2% | -13.7%
Cn1nnc(NC(=S)NC(=O)c2cc(Cl)ccc2Cl)n1
    -13.0% | 2.1%
CC(=O)N1CCN(c2ccc(NC(=O)c3ccco3)cc2)CC1
    -2.0% | -3.0%
OCC[C@@H]1C[C@@H](O)[C@H](O)[C@@]2(OCCc3ccccc32)O1
    10.9% | 5.3%
Cc1ccc(S(=O)(=O)NC(=O)Nc2ccc(F)c(F)c2)cc1
    -11.8% | -8.2%
CCC(Sc1nc2ncccc2[nH]1)C(=O)N1CCOCC1 (centres undefined)
    -16.6% | -12.0%
COCCNc1ccc(-c2n[nH]c(=O)c3ccccc23)cc1[N+](=O)[O-]
    5.3% | 28.2%
C/C(CC(=O)Nc1cc(C)ccn1)=N\NC(=O)c1ccc(C(C)(C)C)cc1
    -23.8% | 4.8%
CCn1c2ccccc2c2nnc(SCCN3CCOCC3)nc21
    -17.3% | -1.1%
CCc1nnc(NC(=O)CC23CC4CC(CC(C4)C2)C3)s1
    -18.6% | 10.0%
CCCc1cc(=O)oc2c(C)c(OCC(=O)Nc3cccnc3)ccc12
    -17.4% | 29.9%
CN(CC(=O)NCc1cccnc1)S(=O)(=O)c1ccc(F)cc1
    -34.2% | -5.2%
CCOC(=O)C1CCCCN1S(=O)(=O)c1ccc2c(c1)CC(C)N2C(=O)C1CCC1 (centres undefined)
    -28.0% | 9.5%
O=C(Nc1nnc(-c2ccccc2)s1)c1ccccc1O
    -3.6% | -29.1%
COc1ccc(NC(=S)N2CCN(C(=O)c3ccco3)CC2)cc1OC
    -15.8% | 0.6%
COCC(=O)Nc1cc(C)cn(Cc2cccc(C(F)(F)F)c2)c1=O
    -22.1% | 6.2%
O=C(c1ccc(CS(=O)c2cccc(Cl)c2)o1)N1CCN(c2ccccn2)CC1 (centres undefined)
    -6.3% | 22.9%

# An excerpt of these results, with the structure last.
NOD1 inhibition | HEK293 NOD2/NF-kB | compound
-34.2% | -5.2% | CN(CC(=O)NCc1cccnc1)S(=O)(=O)c1ccc(F)cc1
-15.8% | 0.6% | COc1ccc(NC(=S)N2CCN(C(=O)c3ccco3)CC2)cc1OC

# Remaining list, next part.
# Order of values: NOD1 inhibition | HEK293 NOD2/NF-kB
O=C(O)c1cnn(-c2ccccc2)c1-c1ccncc1
    -5.4% | -6.0%
Cc1[nH]c(=O)[nH]c(=O)c1S(=O)(=O)Nc1ccc(F)c(Cl)c1
    -12.7% | 1.2%
CC1CCCN(S(=O)(=O)c2ccc3c(c2)C(C)(C)C(=O)N3C)C1 (centres undefined)
    -0.7% | 1.2%
CCC(=O)c1cn(CC(=O)Nc2ccc(C)cc2C)c2ccccc12
    -25.6% | 8.3%
C=C(C)Cn1c(CCNC(=O)c2ccco2)nc2ccccc21
    -0.7% | 15.6%
Cc1cc(C)c2nc(-c3ccncc3)cc(C(=O)N3CCN(Cc4ccccc4Cl)CC3)c2c1
    -12.7% | 4.3%
COc1ccc(Cl)cc1NC(=O)CN1C(=O)NC2(CCCC2)C1=O
    -8.5% | 10.6%
COc1ccc(N2CCN(C(=O)CNC(=O)c3nn(-c4ccc(OC)cc4)c(=O)c4ccccc34)CC2)cc1
    -6.5% | 14.0%
CSc1nc2nc(-c3cccs3)cc(C(F)(F)F)c2c(=O)[nH]1
    12.7% | -7.3%
CCOC(=O)c1[nH]ncc1CN1CCc2ccc(NC(=O)C3CCCO3)cc2C1 (centres undefined)
    -15.5% | 11.2%
CC(Cc1ccccn1)NC(=O)c1ccc(OC2CCN(Cc3ccccn3)CC2)cc1 (centres undefined)
    -10.7% | -6.0%
Cc1cc(OC(C)C(=O)NCCCn2ccnc2)c2c(C)cc(=O)oc2c1 (centres undefined)
    -34.7% | -15.7%
CCC(C(=O)NCCC(C)C)N(Cc1ccccc1Cl)C(=O)c1snc(C(N)=O)c1N (centres undefined)
    53.4% | 0.4%
CC(=O)c1ccc(NC(=O)CN(c2c(C)cccc2C)S(C)(=O)=O)cc1
    27.7% | -16.7%
CC(=O)N1CCN=C1SCc1cccc(C)c1
    -22.3% | 16.3%
COc1ccc(NC(=O)CSc2ccc3nnc(-c4ccccn4)n3n2)c(OC)c1
    -5.4% | 14.0%
Cc1cccc(NC(=O)Nc2c(C)n(C)n(-c3ccccc3)c2=O)c1C
    -18.4% | 2.7%
COc1cccc(OC)c1C(=O)NC(=S)NCc1cccnc1
    -34.9% | 3.8%
COc1ccc(NC(=O)CSc2nc3c(sc4ccccc43)c(=O)n2CCCN2CCCC2)cc1
    -26.2% | 10.2%
CCCNC(=O)CN1C(=O)COc2ccc(S(=O)(=O)N3CCCCCC3)cc21
    -13.3% | 14.7%

# An excerpt from above in order of their number in NOD1 inhibition, lowest first.
# Order of values: NOD1 inhibition | HEK293 NOD2/NF-kB
COc1cccc(OC)c1C(=O)NC(=S)NCc1cccnc1
    -34.9% | 3.8%
COc1ccc(Cl)cc1NC(=O)CN1C(=O)NC2(CCCC2)C1=O
    -8.5% | 10.6%
COc1ccc(NC(=O)CSc2ccc3nnc(-c4ccccn4)n3n2)c(OC)c1
    -5.4% | 14.0%

# (more compounds)
# Order of values: NOD1 inhibition | HEK293 NOD2/NF-kB
Cc1cc(C)nc(NC(=O)Nc2ccc(F)cc2F)n1
    -51.1% | -2.8%
CN(C)c1nc(SCC(=O)Nc2ccc(Cl)c(Cl)c2)nc(N2CCOCC2)n1
    3.8% | 23.6%
Cc1ccc(N(CC(=O)NC2CCCC2)C(=O)CCC(=O)Nc2ccccn2)cc1C
    28.5% | -28.2%
COc1c(O)ccc(/C=N\NC(=O)c2ccc3c(c2)OCO3)c1[N+](=O)[O-]
    -41.6% | 0.3%
CCOc1ccc(S(=O)(=O)N2CCOCC2)cc1NC(=O)CSCC(=O)Nc1ccc(C)cc1
    -6.6% | 13.1%
ClCCCc1cn(C[C@H]2CC[C@@H]([C@@H]3CC[C@H](Cn4cc(CCCCl)nn4)O3)O2)nn1
    -13.2% | 7.2%
Cc1cc(CN(C)C(=O)C2CCC(=O)N(CCc3cccc(F)c3)C2)on1 (centres undefined)
    -20.8% | -10.7%
COc1ccc(CC(=O)NCCCc2ccccc2)cc1OC
    2.0% | 19.4%
COc1ccc(OC)c(CCNC(=O)CCc2cn(C)c3ccccc23)c1
    -6.8% | 26.4%
Cc1ccccc1NC(=O)Cc1nnc(SCC(=O)NC2=NCCS2)n1C
    3.9% | 6.6%
Cc1ccc(NC(=O)Cn2nc(-c3ccco3)ccc2=O)cc1Cl
    -10.2% | 4.0%
COc1ccc(Cn2c(=O)[nH]c3cc(C(=O)N4CCN(c5ccc(C(C)=O)cc5)CC4)ccc3c2=O)cc1
    -7.5% | 21.6%
COc1ccc(NC(=O)c2cccc(N3C(=O)C4C5CCC(C5)C4C3=O)c2)cc1 (centres undefined)
    -9.5% | 5.5%
Cc1ccccc1NC(=O)CSCc1cc(=O)n2ccsc2n1
    -29.6% | 4.9%
c1ccc2c(c1)nc(-c1ccncc1)n2CCNc1nc(CN2CCCCC2)cs1
    0.6% | 18.5%
CN(C)c1cccc(N(C)C)c1CNC(=O)NC(=O)c1c(F)cccc1F
    -37.1% | 8.2%
O=C(COC(=O)c1ccco1)c1ccc(S(=O)(=O)N2CCCCC2)cc1
    -7.2% | 10.1%
COc1ccc(CNCc2ccc3ccccc3c2)c(OC)c1
    -25.2% | -7.9%
COCCCNC(=O)c1ccc2c(=O)n(Cc3ccccc3OC)c(=S)[nH]c2c1
    1.4% | 13.6%
Cc1ccc(S(=O)(=O)N2CCCC(C)C2)cc1 (centres undefined)
    -12.5% | 17.1%
CS(=O)(=O)N(CC(=O)N1CCOCC1)c1cc(Cl)ccc1Cl
    -8.2% | -2.9%
CCOc1ccc(C(C(=O)NC2CCCC2)N(C(=O)c2snc(C(N)=O)c2N)C2CCCC2)cc1 (centres undefined)
    -20.6% | 6.9%
Cc1cccc(C)c1NC(=O)c1cnccn1
    -24.5% | 2.9%
COc1ccc(C(=O)N2CCCC2(C#N)c2ccccc2)cc1[N+](=O)[O-] (centres undefined)
    5.8% | 28.6%
COc1ccc(CCNC(=O)C2CCC(C(C)(C)C)CC2)cc1OC (centres undefined)
    -14.1% | 2.0%
Fc1ccc(COc2ccc(C(=S)N3CCCC3)cc2)cc1
    -12.2% | -43.3%
CSc1ccccc1NC(=O)C1CC(c2ccccc2Cl)=NO1 (centres undefined)
    -28.9% | 1.9%
Cc1cccc(NC(=O)C2Cc3ccccc3O/C2=N\O)c1 (centres undefined)
    -3.5% | -0.8%
CC(NC(=O)c1cc(COc2cccc(C(F)(F)F)c2)on1)c1nccs1 (centres undefined)
    -20.8% | -20.5%
COc1ccc(Br)cc1CN1CCC(N2CCCC2)CC1
    -21.2% | -37.2%
Cc1cc(OCC(=O)NCCN2CCOCC2)cc(C)c1Cl
    84.9%* | 6.4%
O=C(O)c1ccc(Cl)c(S(=O)(=O)Nc2ccc(OCc3ccccc3)cc2)c1
    -23.7% | -44.5%
O=C(Nc1cccc(Cl)c1Cl)C1CCN(C(=O)c2cccs2)CC1
    -20.9% | -13.0%
CN(CCCN1CCOCC1)C(=O)c1cc(COc2c(F)cccc2F)on1
    -17.0% | 17.2%
CC(NC(=O)CN1C(=O)c2ccccc2C1=O)c1ccccc1 (centres undefined)
    11.5% | -18.6%
Cc1c(Cl)cccc1NC(=O)NCc1ccccn1
    -50.6% | -13.7%
CCc1cc(C(=O)N2CCCc3ccccc32)sc1C
    -2.8% | 6.5%
CCN(Cc1ccncc1)Cc1ccc(OC)c(OC)c1
    -15.6% | 6.0%
O=C(Cn1cnc([N+](=O)[O-])c1)Nc1ccc(F)c(Cl)c1
    -4.4% | 11.7%
CC(=O)c1sc(NC(=O)c2ccc3c(c2)OCO3)nc1C
    -74.7% | -47.8%
Cc1ccc(N(CC(=O)NC2CCCC2)C(=O)CNC(=O)c2cccs2)cc1F
    -24.8% | 8.5%
O=C(Nc1cccc(-c2nc3ccccc3[nH]2)c1)c1ccccn1
    -5.8% | -1.7%
CC1=C(C)CC(C(=O)Nc2nc(C)cs2)C(C(=O)O)C1 (centres undefined)
    -17.8% | -5.6%
Cc1ccc(S(=O)(=O)N[C@H](C(=O)N2CCC(C(=O)N[C@@H](CCC(N)=O)C(=O)O)CC2)C(C)C)cc1
    -6.0% | 20.5%
O=C(NCC1CCCO1)c1cc(-c2ccc(F)cc2)no1 (centres undefined)
    -61.9% | -12.6%
COC(=O)c1ccc(CN2C(=O)c3ccccc3C2=O)cc1
    22.3% | 4.6%
COc1cccc(NCc2cc(=O)oc3cc(C)c(C(C)C)cc23)c1
    5.2% | 7.8%

# Record cards, as listed above.
# Cc1ccc(N(CC(=O)NC2CCCC2)C(=O)CNC(=O)c2cccs2)cc1F as listed: NOD1 inhibition = -24.8%; HEK293 NOD2/NF-kB = 8.5%
# COC(=O)c1ccc(CN2C(=O)c3ccccc3C2=O)cc1 as listed: NOD1 inhibition = 22.3%; HEK293 NOD2/NF-kB = 4.6%

# This is a subset; count on the stated rates, not on these rows.
